FLuc counter: counter-screen for miR-21 project: firefly luciferase inhibitors or activators; P08659; purified FLuc, Km substrates, luminescence inhibition; 6.9% of 360,000 active; Potency, µM (highest dose often 57.5 µM), for inactives: at the highest dose activity change, negative = inhibition, hits mostly inhibitors;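 also: potency is read from the fitted curve at half-maximal effect; plate controls were vehicle for no effect and reference inhibitor for full effect; nearly all actives have a fitted effect of over 55% in size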
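Biochemical qHTS of compounds, final roughly 60 µM downward over six points, against 10 nM purified firefly luciferase using Km concentrations of substrates (10 uM D-luciferin, 10 uM ATP) in Tris acetate pH 7.5 buffer; luminescence output.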
Gal4-VP16 FLuc: counter-screen for ROR gamma inhibitors: Gal4-VP16 reporter; 3.5% of 310,000 active; Drosophila S2 Gal4-VP16 UAS-luciferase, luminescence, 20 h; Potency, µM (doses to about 53.6 µM), without a hit: at the top dose activity, negative = inhibition, usual class: inhibitors;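 also: Gal4-VP16 expression switched on by copper sulfate through the metallothionein promoter; potency is read from the fitted curve at half-maximal effect; % is scaled to controls: 0 for no effect and ±100 for the full control effect; nearly all actives have a fitted effect of over 50% in size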
BRCA1 expr act: activators of BRCA1 expression; MCF7-BRCA1-FFLuc reporter, luminescence, 48 h; response scale: scaled: vehicle 0%, 10 µM genistein 100%; Potency, µM (titrated, usually from 46.1 µM), for the others: at the top dose activation, actives largely listed as activators; 1.1% of 380,000 active; AID 624202; also: potency is read from the fitted curve at half-maximal effect; nearly all actives have a fitted effect of over 80% in size; some results filed as inactive show a strong effect at the top dose
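MCF7 cells carrying a BRCA1-firefly luciferase reporter (2000 cells/well, phenol-red free MEM) were attached for 2 h at 37 °C, then given compounds for 48 h. Luminescence was read 15 min after luciferase reagent; activity normalized to genistein (10 microM) and DMSO.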
NPC1 promoter act: NPC1 promoter activation | Huh7 NPC1 promoter luciferase reporter, 24 h | Potency, µM (series often up to 9.22 µM), for the others: top-dose activation, hits mostly activators | 2.4% of 320,000 active;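 also: potency is read from the fitted curve at half-maximal effect; % of control where 0% means no effect; nearly all actives have a fitted effect of over 60% in size; reporter is driven by a mutant NPC1 promoter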
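Cells: Huh7 expressing luciferase under the NPC1 promoter, 1500/well. Seeded 2 h, compound added, incubated 24 h at 37 °C. Luciferase reagent, 10 min ambient, then luminescence.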
RORgamma inh: ROR gamma (mouse) transcription inhibition. P51450. Drosophila S2 Gal4-RORgamma UAS-luciferase reporter, 20 h. Potency, µM (titrated, usually from 53.6 µM), inactives show at the top dose activity change, negative = inhibition, hits mostly inhibitors. 5.4% of 310,000 active; also: potency is read from the fitted curve at half-maximal effect; % is scaled to controls: 0 for no effect and ±100 for the full control effect; nearly all actives have a fitted effect of over 60% in size
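Drosophila S2 cells stably expressing Gal4-DBD/mouse RORγ fusion under metallothionein promoter plus UAS-luciferase; compound 1 h, then 700 uM CuSO4 induction for 20 h at ambient temperature; inhibition read as reduced luminescence.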
Rab9 promoter act: activates the Rab9 promoter; Huh7 Rab9 promoter-luciferase reporter, luminescence, 24 h; Potency, µM (highest dose often 9.22 µM), for inactives: at the top dose activation, negative = inhibition, most hits filed as activators; 2.8% of 320,000 active; also: potency is read from the fitted curve at half-maximal effect; % of control where 0% means no effect; nearly all actives have a fitted effect of over 60% in size
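Luciferase signal after 10 min detection reagent at ambient indicates Rab9 promoter upregulation; stably transfected Huh7 cells were treated 24 h with compound in DMSO at 37 °C, 5% CO2.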
ELG1 repair inh: blocks ELG1-dependent DNA repair in HEK293T cells; 2.3% of 330,000 active; Potency, µM (doses to about 46.1 µM), without a hit: at the top dose activity change, negative = inhibition, most hits filed as inhibitors; HEK293T ELG1-luciferase reporter, luminescence, 16 h; DNA damage induced by 5-fluorouridine; AID 504467; also: potency is read from the fitted curve at half-maximal effect; % is scaled to controls: 0 for no effect and ±100 for the full control effect; nearly all actives have a fitted effect of over 55% in size
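Overnight (16 hr) co-exposure of 2,000 cells/well to 5-fluorouridine and compound at 37 °C preceded detection. Luciferase was quantified via ONE-Glo luminescence; loss of signal denotes inhibition.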
TRPV1 ag: human TRPV1 agonism | Q8NER1 | AID 540275 | activation, % at 8.33 µM | TRPV1-expressing cells, Fluo-8 calcium influx, agonist mode | 0.19% of 320,000 active; in the data active = activation above about 80%; inconclusive = between about 30% and that limit; also: 0% is about no effect
Target sequence (Q8NER1 whole entry, looked up): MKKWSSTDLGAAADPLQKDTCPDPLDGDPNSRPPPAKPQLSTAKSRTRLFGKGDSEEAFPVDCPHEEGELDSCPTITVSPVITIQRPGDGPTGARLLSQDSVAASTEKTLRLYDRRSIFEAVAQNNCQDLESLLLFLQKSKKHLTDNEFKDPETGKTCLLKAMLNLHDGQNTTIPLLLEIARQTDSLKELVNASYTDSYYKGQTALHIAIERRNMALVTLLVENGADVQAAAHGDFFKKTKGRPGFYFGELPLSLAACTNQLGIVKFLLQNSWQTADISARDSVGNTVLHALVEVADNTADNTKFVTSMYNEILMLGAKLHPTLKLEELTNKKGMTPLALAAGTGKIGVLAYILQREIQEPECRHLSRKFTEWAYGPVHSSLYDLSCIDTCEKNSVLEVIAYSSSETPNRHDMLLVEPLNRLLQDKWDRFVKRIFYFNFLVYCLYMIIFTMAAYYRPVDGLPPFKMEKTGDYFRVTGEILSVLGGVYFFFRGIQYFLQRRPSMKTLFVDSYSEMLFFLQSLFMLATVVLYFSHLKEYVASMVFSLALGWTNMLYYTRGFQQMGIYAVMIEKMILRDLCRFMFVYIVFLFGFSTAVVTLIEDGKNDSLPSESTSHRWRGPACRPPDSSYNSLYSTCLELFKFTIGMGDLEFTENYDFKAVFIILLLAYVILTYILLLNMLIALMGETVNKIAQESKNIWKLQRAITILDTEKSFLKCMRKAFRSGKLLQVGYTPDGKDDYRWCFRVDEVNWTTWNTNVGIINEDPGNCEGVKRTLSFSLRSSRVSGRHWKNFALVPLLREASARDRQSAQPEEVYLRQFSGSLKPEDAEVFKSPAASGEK
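Cells expressing TRPV1 were dye-loaded with Fluo-8 and read kinetically: 10 s baseline, 3 min after compound (agonist portion), then 2 min after EC20 capsaicin (allosteric enhancer portion). Calcium-bound dye fluorescence at 480/520 nm.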
ELG1 genotoxic: genotoxicity induction in ELG1-luciferase HEK293T cells; 1.3% of 330,000 active; HEK293T ELG1-luciferase reporter, luminescence, 16 h; AID 504466; Potency, µM (series often up to 46 µM), without a hit: top-dose activity change, positive = activation, usual class: activators; also: potency is read from the fitted curve at half-maximal effect; % of control where 0% means no effect; nearly all actives have a fitted effect of over 60% in size
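ELG1-luciferase HEK293T cells, 2,000/well; compound pinned in; 16 hr, 37 °C, 5% CO2; ONE-Glo, 30 min RT; luminescence on CCD imager.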
p53 reactivator: mutant p53 re-activation in reporter cells | H1299 p53-A138V BP100-luciferase reporter, luminescence, 24 h | Potency, µM (top dose mostly 92.2 µM), inactives show at the top dose activity change, positive = activation, most hits filed as activators | 0.063% of 320,000 active; also: potency is read from the fitted curve at half-maximal effect; % of control where 0% means no effect; nearly all actives have a fitted effect of over 45% in size
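p53-null H1299 cells stably carrying temperature-sensitive p53-A138V and a BP100-luciferase reporter were pinned with compounds (4-point, 1:5 series) and held 24 hrs at 37 deg C. Luminescence was read 10 min after detection reagent.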
Tb PFK block: T. brucei PFK enzyme inhibition; O15648; T. brucei PFK, ADP-Glo luminescence; Potency, µM (doses to about 57.5 µM), without a hit: at the highest dose activity, negative = inhibition, most hits filed as inhibitors; 0.17% of 330,000 active; AID 485367;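 also: potency is read from the fitted curve at half-maximal effect; 0% = uninhibited 1x PFK enzyme wells and -100% = no-enzyme wells; nearly all actives have a fitted effect of over 60% in size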
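In TEA buffer at pH 8.0 with 5 mM MgCl2, enzyme (1.25 nM) converted F6P (0.5 mM) and ATP (0.1 mM) for 45 min at room temperature. ADP product was read by luciferase luminescence.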
* hit, by the source's call; ? = inconclusive; nt = not tested or not shown; [ ] = another dose, or the depositor's remark. Unless noted, calls follow the shape of the dose curve; as a rule, active = well fitted curve in the direction sought with a large enough effect; inconclusive = small, poorly fitted or top-dose-only effect, or another doubt; inactive = no such curve, though single readings can be large; an effect the other way counts as inactive or inconclusive.

SMILES	FLuc counter	Gal4-VP16 FLuc	BRCA1 expr act	NPC1 promoter act	RORgamma inh	Rab9 promoter act	ELG1 repair inh	TRPV1 ag	ELG1 genotoxic	p53 reactivator	Tb PFK block
Cc1ccccc1NC(=O)CN1C(=O)C2C3CC(C(Br)C3Br)C2C1=O (stereo not given)	5%	?	2%	-3%	31%	-3%	-9%	4	0%	-4%	-8%
Clc1ccc(Nc2nc(-c3cccnc3)cs2)cc1	11µM*	-5%	35%	-1%	46%	6%	?	-3	?	?	4%
Cc1cccc(C)c1NC(=O)CN1CCNCC1	-1%	-3%	3%	0%	-18%	-3%	-1%	-1	2%	0%	-6%
Cc1ccc(C(C)(C)C)cc1S(=O)(=O)Nc1nc2ccccc2nc1Cl	-14%	-5%	-52%	-1%	?	-4%	?	-3	-5%	0%	1%
CC1CC(C)CN(C(=O)CN(C)S(=O)(=O)c2ccc3c(c2)c(=O)n(C)c(=O)n3C)C1 (stereo not given)	1%	5%	13%	-1%	-11%	-10%	1%	-1	-1%	-3%	0%
COc1ccc2ccccc2c1/C=N/O	-4%	5%	-8%	6%	-3%	13%	1%	2	-1%	-12%	-5%
COc1ccc(Cl)cc1-c1nc(-c2ccc(NC(=O)c3cccs3)cc2)no1	15µM*	2%	0%	14%	31%	?	-2%	17	14%	0%	2%
Nc1ccc(NC(=O)Nc2ccc(N)cc2)cc1	-8%	3%	78%	21%	-14%	?	?	1	18%	0%	1%
O=c1[nH]c(/C=C/c2ccc3c(c2)OCO3)c([N+](=O)[O-])c(=O)[nH]1	?	2%	nt	-4%	8%	-3%	-5%	-2	4%	-5%	0%
CCC(C)(C)n1nnnc1C(c1cccnc1)N1CCN(c2cccc(C(F)(F)F)c2)CC1 (stereo not given)	2%	-6%	-48%	7%	20%	-4%	-7%	29	-13%	-6%	-5%
CC(C)(C)[C@@H]1C=C(C(=O)N2CCN(Cc3ccccc3)CC2)O[C@H](OCc2ccc(CO)cc2)C1	3%	1%	0%	1%	-1%	-3%	-8%	2	0%	1%	-3%
O=S(=O)(NCc1ccccn1)c1ccc2c(c1)OCCO2	-1%	8%	0%	-1%	8%	-8%	8%	7	-1%	9%	2%
COc1cc(NC(=O)c2ccc(Cl)cc2Cl)ccc1NC(=O)c1cccs1	?	-2%	78%	7%	-1%	20%	15%	-2	4%	-1%	4%
COc1cc(/C=C/C(=O)OCC(=O)NCc2ccco2)ccc1OCC#N	-2%	1%	-14%	0%	-12%	0%	?	1	-1%	21%	-5%
COc1ccc(C)cc1S(=O)(=O)N(C)CC(=O)NCc1ccccn1	1%	15%	-1%	2%	-18%	0%	6%	-1	0%	-2%	-8%
CCC(C(=O)NC1CCCCC1)N(CC1CCCO1)C(=O)CNS(=O)(=O)c1ccc(OC)cc1 (stereo not given)	-1%	1%	-14%	-1%	-1%[10 µM]	3%	-2%	2	2%	-2%	-2%
O=C(c1ccco1)N1CCN(CCCCN2C(=O)c3ccccc3C2=O)CC1	0%	-8%	24%	1%	20%	-4%	5%	4	-1%	-1%	-4%
COc1ccc(Cc2nnc(NC(=O)c3ccc(OC)cc3OC)s2)cc1	?	26%	?	?	20%	28%	20%	-1	?	13%	-2%
N#Cc1c(N)n(-c2ccccc2)c(=O)c2cc([N+](=O)[O-])ccc12	1%	5%	5%	-5%	16%	-9%	5%	-2	-4%	-1%	-2%
CC1CN(C(=S)Nc2ccccc2C(F)(F)F)CC(C)O1 (stereo not given)	3%	-3%	-6%	-2%	-53%	7%	7%	-3	-1%	1%	-8%
CC(C)Sc1nc2ccccc2n2cnnc12	-1%	-4%	-7%	-1%	-1%	6%	3%	-1	3%	1%	0%
O=C(COc1ccccc1Cl)Nc1ccc2oc(=O)ccc2c1	4%	16%	14%	22%	3%	28%	?	1	9%	-3%	5%
CCOC(=O)Nc1ccc([N+](=O)[O-])cc1C	0%	-2%	-1%	-4%	-19%	-8%	?	3	4%	16%	-1%
CCOC(=O)C(=O)Nc1ccccc1C#N	1%	-20%	4%	-1%	-21%	2%	2%	4	-2%	1%	0%
O=C(c1cccc([N+](=O)[O-])c1)N1CCCC(C(=O)N2CCCCCC2)C1 (stereo not given)	-2%	5%	-10%	-2%	17%	-3%	-3%	4	1%	8%	2%
CC(N)=Nc1ccc([N+](=O)[O-])cc1	0%	-3%	0%	-1%	-3%	2%	17%	-5	-1%	-10%	-2%
Cc1ccc(S(=O)(=O)N(Cc2n[nH]c(=S)n2-c2ccccc2)c2ccccc2)cc1	-4%	-4%	-28%	0%	?	-1%	-3%	0	-2%	-6%	-9%
CC(NC(=O)c1ccccc1C(=O)O)c1ccc(-n2ccnc2)cc1 (stereo not given)	3%	0%	5%	-3%	-32%	-3%	-3%	1	-3%	0%	-2%
CCOC(=O)C1=C(N)Oc2cc(O)ccc2C1c1cccnc1 (stereo not given)	4%	-2%	-3%	2%	14%	-7%	-13%	-1	-4%	-14%	-2%
Cc1ccc(-c2noc(CCC(=O)Nc3ccc4c(c3)OCO4)n2)cc1	3%	?	24%	-4%	-44%	-1%	9%	24	2%	15%	-4%
CON(C)S(=O)(=O)c1cccc(C(=O)N(CC(=O)Nc2ccccc2C(F)(F)F)Cc2ccco2)c1	nt	nt	-31%	nt	nt	nt	?	nt	-8%	-7%	-11%
O=C1CCCC(=O)C1CS(=O)(=O)c1ccccc1	-1%	4%	12%	-2%	1%	0%	1%	0	1%	4%	11%
Cc1cc(=O)oc(C)c1C(=O)Nc1ccc(Cl)cn1	-1%	-9%	2%	1%	11%	0%	8%	-1	-1%	-4%	-3%
COc1ccc(N(CC(=O)NCc2ccccc2OC)S(=O)(=O)c2ccccc2[N+](=O)[O-])c(OC)c1	4%	-2%	-45%	-2%	?	-8%	-1%	1	-9%	-2%	6%
C=CCC[C@@H](Cc1ccc(F)cc1)C(=O)OC[C@@H](NC(=O)[C@H](CC=C)CC(=O)NCCO)C(C)(C)C	nt	nt	-24%	nt	nt	nt	18%	nt	-3%	3%	5%
Cc1ccccc1C(=O)NNC(=O)C1CC(=O)N(Cc2ccccc2)C1 (stereo not given)	-14%	nt	-13%	1%	nt	1%	14%	-1	14%	5%	-9%
Cc1nc(Cc2nnc(SCC(=O)N3CC(=O)Nc4ccccc43)o2)cs1	nt	nt	-1%	nt	nt	nt	-10%	nt	3%	7%	-13%
O=C(CN(Cc1ccc(F)cc1)C(=O)CCC(=O)Nc1ccccn1)NCCc1ccccc1	1%	1%	-7%	-3%	31%	4%	-15%	1	-2%	-3%	2%
Cc1cc(=O)oc(C)c1C(=O)OCC(=O)c1ccc(Cl)cc1	12µM*	-2%	7%	18%	7%	27%	?	1	5%	-3%	1%
COc1ccc(NC(=O)c2csc(C)c2)cc1OC	?	-14%	58%	4%	13%	23%	?	4	?	-11%	-1%
Cc1ccc(Cl)cc1N(CC(=O)NC1CCCC1)C(=O)c1csnn1	0%	-4%	-10%	-3%	45%	-2%	-4%	0	-3%	-4%	5%
S=C(Nc1ccccc1Cl)N(Cc1cccnc1)Cc1ccco1	0%	8%	-48%	-3%	-17%	-1%	-21%	0	-4%	-1%	1%
CN1CCCC(OC(=O)c2ccc(Cl)cc2)C1 (stereo not given)	1%	3%	-4%	2%	-4%	-3%	?	-23	-3%	-3%	-25%
COc1cccc(CNCCSc2nnnn2C)c1	0%	-8%	0%	10%	-3%	17%	?	-1	-9%	-6%	0%
Cc1ccc(F)cc1NC(=O)C1CCN(c2cnccn2)CC1	0%	-4%	-16%	0%	-24%[10 µM]	3%	-16%	0	-1%	-6%	-2%
Cn1c(Cn2c(=O)sc3ccccc32)nnc1SCC(=O)Nc1cccc(F)c1	6%	-7%	-4%	0%	-36%	-1%	2%	-2	0%	-7%	-8%
COc1ccccc1/C=C/C(=O)NC(=S)NC(C)C	-29%	-4%	-28%	-4%	?	-10%	?	-3	-4%	10%	0%
Nc1nnc(CC(=O)N/N=C/c2ccccc2OCc2ccccc2F)s1	1%	0%	12%	1%	14%	0%	3%	23	-2%	11%	11%
N#CCSc1nc2ccc(N3CCCCC3)cc2c(=O)n1Cc1ccccc1	-9%	?	10%	4%	3.5µM*	13%	2%	9	10%	22%	1%
CNS(=O)(=O)c1cccc2nsnc12	0%	0%	0%	-3%	-4%	-4%	?	1	2%	?	3%

High-throughput results (PubChem BioAssay)
